# Assay outcomes deposited in PubChem by several laboratories.
# GPR7 antagonist: antagonists of human GPR7 (neuropeptides B/W receptor 1); P48145; AID 1861; 1.1% of 290,000 active; GPR7-expressing cells, fluorescence antagonist assay; inhibition, % at 4.4 µM; in the data active = inhibition above about 16%, passing the limit was not always enough;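 also: cells stimulated with the agonist NPW; 0% = agonist with vehicle and 100% = vehicle without agonist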
# OXTR agonist: agonists of human oxytocin receptor; activation, % at 3 µM; CHO-OTR cells, Fluo-8 calcium fluorescence; normalized: DMSO 0%, oxytocin 100%; 0.32% of 320,000 active;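 active = activation above the mean of all tested compounds plus 3 SD, cutoff set per screening run, cut at about 20% in these data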;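 also: peak over basal fluorescence ratio from a 100 s FLIPR kinetic read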
# Target sequence (P30559 whole entry, looked up): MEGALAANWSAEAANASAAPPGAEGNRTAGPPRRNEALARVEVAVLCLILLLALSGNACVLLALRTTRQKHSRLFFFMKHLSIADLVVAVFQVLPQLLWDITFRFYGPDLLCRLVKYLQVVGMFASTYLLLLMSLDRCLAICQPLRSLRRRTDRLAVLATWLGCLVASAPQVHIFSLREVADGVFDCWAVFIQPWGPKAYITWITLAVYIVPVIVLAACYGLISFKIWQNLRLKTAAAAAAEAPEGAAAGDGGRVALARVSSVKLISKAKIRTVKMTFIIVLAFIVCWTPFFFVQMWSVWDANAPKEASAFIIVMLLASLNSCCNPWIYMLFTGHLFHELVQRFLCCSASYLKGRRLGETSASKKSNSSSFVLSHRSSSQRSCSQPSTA
# MEKK2mut PB1 HTS: signal of MEK5 binding to mutant human MEKK2 PB1 domain | bead flow cytometry, Alexa488-MEK5 binding to MEKK2 mutant | percent response, % at 10 µM | 0.35% of 290,000 active; in the data active = percent response above about 24%, passing the limit was not always enough; also: inactives centre near 1; some results filed as inactive read as strong as hits
# OXTR potentiator: potentiators of human oxytocin receptor. P30559. CHO-OTR cells, Fluo-8 calcium fluorescence, potentiator mode; 0% = oxytocin EC15, 100% = EC100. activation, % at 3 µM. 0.061% of 320,000 active. AID 2445;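 active = activation above that plate's cutoff, the mean activation of tested compounds plus 3 SD, cut at about 6.6% in these data, passing the limit was not always enough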;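 also: 100% uses oxytocin at 75 nM as the full agonist control; some results filed as inactive read as strong as hits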
#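 Measured by – Fluo-8 calcium dye fluorescence · Test system – human OTR in CHO cells · Dosing – one concentration, 3.0 µM compound · Controls – EC15 oxytocin alone as 0%, 75 nM oxytocin as 100% · Evaluation – normalized max/min fluorescence ratio, % activation · Timing – 6 min pre-incubation, 100 s read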
# PfM18AAP inh: blocks P. falciparum M18 aspartyl aminopeptidase. recombinant PfM18AAP, H-Glu-NHMec fluorogenic cleavage. inhibition, % at 7.35 µM. 1.2% of 290,000 active. AID 1822;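 active = inhibition above the campaign mean inhibition over all tested compounds plus 3 SD, cut at about 28% in these data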;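 also: 0% = plate median of test compound wells and 100% = 2 mM ZnCl2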
# NALP1 inh: blocks the NALP1 inflammasome reconstituted in yeast | S. cerevisiae NALP1/ASC/caspase-1 growth, X-gal OD620, 72 h | inhibition, % at 10 µM | 0.61% of 280,000 active | AID 2071; in the data active = inhibition mostly above about 24%, no sharp cut-off; inactive = mostly below about 32%; also: some compounds called inactive have numbers as strong as hits
# GalR3 antagonist: blocks the human galanin receptor 3; O60755; HEK293 GalR3-CNG cAMP membrane potential fluorescence; galR3 body fused to GalR1 C-terminus; inhibition, % at 3 µM; 0.44% of 360,000 active;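 active = inhibition above the screen-wide average plus 3 SD, cut at about 13% in these data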;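 also: forskolin and galanin both at EC90 stimulate the cells; cAMP rise reported by CNG channel membrane potential dye signal; 0% = forskolin plus galanin with DMSO and 100% = forskolin alone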
# Target sequence (O60755 1-299 limits assumed): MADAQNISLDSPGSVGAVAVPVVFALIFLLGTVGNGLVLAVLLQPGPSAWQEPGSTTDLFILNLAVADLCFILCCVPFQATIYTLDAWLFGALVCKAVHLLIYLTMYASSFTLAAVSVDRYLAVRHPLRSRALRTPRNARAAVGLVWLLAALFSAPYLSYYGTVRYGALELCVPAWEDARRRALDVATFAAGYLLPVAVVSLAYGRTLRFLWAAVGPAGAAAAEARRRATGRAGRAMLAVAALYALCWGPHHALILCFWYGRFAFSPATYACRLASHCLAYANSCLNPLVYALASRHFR
# MEKK2 WT-MEK5: raises or lowers MEK5 binding to wildtype human MEKK2 PB1 domain; Q9Y2U5; bead flow cytometry, Alexa488-MEK5 binding to MEKK2 WT; actives lie on both sides; binding response (% of control), % at 10 µM; 1.1% of 290,000 active; AID 1531; in the data active = binding response below about 67% or above about 130%
# V1R ag counter: counter-screen for oxytocin receptor agonists: human V1a receptor agonists | 0.25% of 320,000 active | activation, % at 3 µM | CHO-V1R cells, Fluo-8 calcium fluorescence, agonist mode; 0% DMSO, 100% 3 nM vasopressin | P37288;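 active = activation above the mean activation of all tested compounds plus 3 SD, per screening run, cut at about 20% in these data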;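 also: signal is peak over basal fluorescence ratio across a 100 second FLIPR read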
# Active calls of the source: *; / = no result given.
# Fields: GPR7 antagonist, OXTR agonist, MEKK2mut PB1 HTS, OXTR potentiator, PfM18AAP inh, NALP1 inh, GalR3 antagonist, MEKK2 WT-MEK5, V1R ag counter
CCCCCC(=O)Nc1cccc(C2=NOC3(C2)C[C@@H](C(N)=O)N(C(=O)CC(c2ccccc2)c2ccccc2)C3)c1 (some centres not stated)
    /, 1.3, -8, 2, /, /, -5, 94, 2.0
COc1ccc(C2=NN(C(=O)CSc3nc4ccccc4s3)C(c3ccc(F)cc3)C2)cc1 (configuration not stated)
    -1, -0.6, -2, -1, -3, 16, -3, 83, 0.8
COc1ccc(/C=C2\SC(=S)N(CCCCCC(=O)Nc3cc(C)on3)C2=O)cc1OC
    -10, -0.4, -3, -5, -8, 11, 2, 85, 1.7
Cc1ccc(C)c(Cn2c(=O)n(CCCC(=O)NCc3ccco3)c(=O)c3sccc32)c1
    2, -2.0, 1, -15, 6, 3, -4, 103, 2.3
Cc1ccccc1NC(=O)CNc1ccccc1N1CCCCC1
    3, -2.5, -3, -13, 3, /, -6, 93, -1.9
COc1ccc(CN(C(=O)c2snc(C(N)=O)c2N)C(C(=O)NC2CCCC2)c2ccco2)cc1 (configuration not stated)
    14, 1.6, -1, -12, 13, 18, -6, 101, 0.9
Cc1cc(=O)n2c(C(=O)Nc3ccc(C(=O)OC(C)C)cc3)c(C(=O)Nc3ccccc3)sc2n1
    -8, 0.4, 1, -13, 3, 12, -8, 99, 0.7
CCCCCCCCCCCC(=O)NC1CCS(=O)(=O)C1 (configuration not stated)
    -4, 4.0, 1, -20, -15, -1, -3, 98, 3.8
O=C(NCc1cccnc1)c1ccccc1NC(=O)c1c(F)cccc1F
    -18, 0.5, 5, 1, 8, 6, -1, 105, -0.1
Cc1ccc(Nc2nc(N)c([N+](=O)[O-])c(NCc3ccco3)n2)cc1
    -26, -1.7, 1, -2, -4, 26, -7, 112, -0.8
CC1CCCCC1NC(=O)C1CCC(CNc2c(N3CCCCC3)c(=O)c2=O)CC1 (configuration not stated)
    -13, 0.1, 0, -5, 2, /, 1, 106, 2.3
COc1ccc(NC(=O)CN2C(=O)CSc3ccc(S(=O)(=O)N4CCC(C)CC4)cc32)cc1
    -6, -1.2, 2, -7, 4, -43, -6, 98, -0.5
CC(=O)c1ccc(S(=O)(=O)N2CCN(S(=O)(=O)c3ccccc3C(F)(F)F)CC2)cc1
    4, 0.0, 10, -2, -2, 4, -9, 109, -0.5
COc1cccc(N2CCN(Cc3nc4ccccc4c(=O)[nH]3)CC2)c1
    2, 1.4, 1, -4, 12, /, 1, 101, 0.3
O=C(COc1ccc(S(=O)(=O)N2CCCC2)cc1Cl)N1CCN(c2ccccc2)CC1
    -8, 4.9, 4, -10, 2, 22, -7, 106, 2.1
COC(=O)CNc1c(-c2ccccc2)nc2ccc(Br)cn12
    3, -1.9, 3, 1, -5, 24, -2, 102, -1.5
CCc1cccc(OCC(=O)Nc2ccc(S(=O)(=O)N3CCCC3)cc2)c1
    -29, -0.8, 6, -8, 3, 2, 1, 101, 3.1
CCc1cc2c3c(c1)/C(=C1/SC(N)=NC1=O)C(=O)N3C(C)(C)C=C2C
    2, 1.5, -10, -18, -9, 15, -4, 95, -0.7
COc1ccc(C(F)(F)F)cc1NC(=O)c1nc2nc(C)cc(C(F)F)n2n1
    0, -0.7, 7, -11, -4, 11, -3, 107, 0.4
Cc1ccc(C(=O)NCc2ccco2)cc1
    5, /, -2, /, 13, 20, -10, 99, /
COc1ccccc1N(CC(=O)N1CCN(c2ccccc2)CC1)S(=O)(=O)c1ccc(C)cc1
    -5, 0.9, 11, -8, -6, 12, -1, 109, 3.7
COc1ccc(C(=O)Nc2ccc(C3(C#N)CCCC3)cc2)cc1
    -12, 0.1, 1, -3, 1, 11, 0, 100, 0.9
CN(C(=O)C1CCOC1)c1nnc(C2CCOC2)s1 (configuration not stated)
    -5, 0.5, -7, -7, -5, 2, -4, 81, 7.3
CCC(=O)Nc1cccc(-c2cn3ccccc3n2)c1
    4, -1.0, 17, -1, -3, 26, -5, 108, -0.6
CCC(C)(C(=O)NC1CCCCC1)N(C(=O)c1ccccn1)c1ccccc1 (configuration not stated)
    3, -1.1, 3, -13, 4, 9, -3, 103, 0.0

# Among those listed so far, 13 contain nitrogen in an aromatic ring.
# Fields: GPR7 antagonist, OXTR agonist, MEKK2mut PB1 HTS, OXTR potentiator, PfM18AAP inh, NALP1 inh, GalR3 antagonist, MEKK2 WT-MEK5, V1R ag counter
COc1ccc(C2=NN(C(=O)CSc3nc4ccccc4s3)C(c3ccc(F)cc3)C2)cc1 (configuration not stated)
    -1, -0.6, -2, -1, -3, 16, -3, 83, 0.8
COc1ccc(/C=C2\SC(=S)N(CCCCCC(=O)Nc3cc(C)on3)C2=O)cc1OC
    -10, -0.4, -3, -5, -8, 11, 2, 85, 1.7
Cc1ccc(C)c(Cn2c(=O)n(CCCC(=O)NCc3ccco3)c(=O)c3sccc32)c1
    2, -2.0, 1, -15, 6, 3, -4, 103, 2.3
COc1ccc(CN(C(=O)c2snc(C(N)=O)c2N)C(C(=O)NC2CCCC2)c2ccco2)cc1 (configuration not stated)
    14, 1.6, -1, -12, 13, 18, -6, 101, 0.9
Cc1cc(=O)n2c(C(=O)Nc3ccc(C(=O)OC(C)C)cc3)c(C(=O)Nc3ccccc3)sc2n1
    -8, 0.4, 1, -13, 3, 12, -8, 99, 0.7
O=C(NCc1cccnc1)c1ccccc1NC(=O)c1c(F)cccc1F
    -18, 0.5, 5, 1, 8, 6, -1, 105, -0.1
Cc1ccc(Nc2nc(N)c([N+](=O)[O-])c(NCc3ccco3)n2)cc1
    -26, -1.7, 1, -2, -4, 26, -7, 112, -0.8
COc1cccc(N2CCN(Cc3nc4ccccc4c(=O)[nH]3)CC2)c1
    2, 1.4, 1, -4, 12, /, 1, 101, 0.3
COC(=O)CNc1c(-c2ccccc2)nc2ccc(Br)cn12
    3, -1.9, 3, 1, -5, 24, -2, 102, -1.5
COc1ccc(C(F)(F)F)cc1NC(=O)c1nc2nc(C)cc(C(F)F)n2n1
    0, -0.7, 7, -11, -4, 11, -3, 107, 0.4
CN(C(=O)C1CCOC1)c1nnc(C2CCOC2)s1 (configuration not stated)
    -5, 0.5, -7, -7, -5, 2, -4, 81, 7.3
CCC(=O)Nc1cccc(-c2cn3ccccc3n2)c1
    4, -1.0, 17, -1, -3, 26, -5, 108, -0.6
CCC(C)(C(=O)NC1CCCCC1)N(C(=O)c1ccccn1)c1ccccc1 (configuration not stated)
    3, -1.1, 3, -13, 4, 9, -3, 103, 0.0

# Sorted by molar mass (descending): part of the list above.
# Fields: GPR7 antagonist, OXTR agonist, MEKK2mut PB1 HTS, OXTR potentiator, PfM18AAP inh, NALP1 inh, GalR3 antagonist, MEKK2 WT-MEK5, V1R ag counter
CC1CCCCC1NC(=O)C1CCC(CNc2c(N3CCCCC3)c(=O)c2=O)CC1 (configuration not stated)
    -13, 0.1, 0, -5, 2, /, 1, 106, 2.3
COc1cccc(N2CCN(Cc3nc4ccccc4c(=O)[nH]3)CC2)c1
    2, 1.4, 1, -4, 12, /, 1, 101, 0.3
Cc1ccc(Nc2nc(N)c([N+](=O)[O-])c(NCc3ccco3)n2)cc1
    -26, -1.7, 1, -2, -4, 26, -7, 112, -0.8

# No enrichment for hits; any-hit rate near 4.1%.
